# Source: PubChem
# TbREL1 inh: TbREL1 inhibition, primary screen; P86926; TbREL1 RNA ligation, FRET fluorescence; inhibition, % at 9.66 µM; 89,000 compounds, 0.49% hits;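 active = inhibition above the mean inhibition across all screened compounds plus 3 SD, cut at about 11% in these data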;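 note: 0% = plate median of test wells and 100% = NSC42067 control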
# Target sequence (P86926 whole entry, looked up): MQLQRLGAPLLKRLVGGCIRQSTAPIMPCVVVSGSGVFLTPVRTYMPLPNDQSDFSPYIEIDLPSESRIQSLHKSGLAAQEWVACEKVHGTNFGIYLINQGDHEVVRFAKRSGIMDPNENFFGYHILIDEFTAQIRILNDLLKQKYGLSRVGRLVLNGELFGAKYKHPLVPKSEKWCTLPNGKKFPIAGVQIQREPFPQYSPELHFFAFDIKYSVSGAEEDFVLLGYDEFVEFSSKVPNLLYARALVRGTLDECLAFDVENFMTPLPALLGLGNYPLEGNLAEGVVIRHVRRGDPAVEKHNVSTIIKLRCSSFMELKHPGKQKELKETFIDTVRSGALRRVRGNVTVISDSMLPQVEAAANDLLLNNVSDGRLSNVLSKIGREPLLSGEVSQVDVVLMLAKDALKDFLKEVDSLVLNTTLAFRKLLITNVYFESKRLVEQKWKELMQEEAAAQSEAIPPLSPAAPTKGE
# An asterisk follows results filed as active. This is a subset. The share of hits here may be higher or lower than overall.
SMILES,TbREL1 inh
CCN1CCN(C(=O)c2cc3cc([N+](=O)[O-])ccc3oc2=O)CC1,3
CCCNc1c(NS(=O)(=O)c2ccc(NC(=O)CC)cc2)c(=O)oc2ccccc12,-2
O=C(O)CCCC(=O)Nc1ccc(Br)cc1,1
CCOc1ccc(CCNC(=O)CSc2cc(=O)n(C)c3ccccc23)cc1OCC,-2
CCOC(=O)c1cc(-c2ccccc2)nn1CC1CC(c2cccnc2)=NO1 (stereo unspecified),-3
CCCC(=O)Nc1nnc(CCN2CCCCC2)s1,-1
CC1CCN(c2c3c(nc4ncnn24)CCCC3)CC1,2
O=C(Nc1cccc2c1CCCC2)c1cc([N+](=O)[O-])cc([N+](=O)[O-])c1,-1
COc1cccc(C2c3c(oc4ccccc4c3=O)C(=O)N2CCCN2CCOCC2)c1OC (stereo unspecified),-1
O=C(N/N=C/c1ccc(Cl)cc1)C(=O)N1CCCCCC1,1
CCCCNC(=O)C1(C)CCCCCN1Cc1cccc2c(OC)cc(C(=O)OCC)cc12 (stereo unspecified),-1
CN(CC(=O)Nc1ccc(Cl)cc1)C(=O)CCc1ccccc1,0
O=C(Nc1nc(-c2ccccc2)cs1)c1cccc([N+](=O)[O-])c1,4
CC(C)(C)OC(=O)NCCc1ccccc1/C=C/S(=O)(=O)NC1CCCC1,9
COc1ccc(Cl)cc1-c1nc(SCC(=O)N(C)CCC#N)n[nH]1,-1
Cc1cccc(Nc2nn3c(=O)c4ccccc4nc3s2)c1,1
Cn1c2ccccc2c(=O)c2ccc(-c3ccc4c(c3)OCO4)cc21,2
COc1cc(OC)cc(C(=O)Nc2cc(-c3cn4cccnc4n3)ccc2C)c1,3
O=C(CN1CCC(NC(=O)NC2CCCC2)CC1)Nc1ccc2c(c1)OCCO2,1
O=C(CCc1ccccc1)Nc1cc(NC(=O)CCc2ccccc2)cc(C(=O)O)c1,1
C=C(C)CSc1nnc(-c2ccc(C)cc2)n1N,6
COc1cccc(CN2CCNC(=O)C2CC(=O)N(C)CCC2CCOCC2)c1OC (stereo unspecified),-2
O=C(NCC1CCCN1S(=O)(=O)c1cccs1)c1ccccc1F (stereo unspecified),-1
O=C(NCc1ccccc1)c1ccc(=O)[nH]n1,1
COC(=O)N[C@H](C(=O)N[C@@H](Cc1ccccc1)[C@@H](O)CN(Cc1ccc(-c2ccccn2)cc1)NC(=O)[C@@H](NC(=O)OC)C(C)(C)C)C(C)(C)C,2
# (further entries)
SMILES,TbREL1 inh
CC[C@@H]1C=C(C(=O)O)[C@H](c2ccc3c(c2)OCO3)N1S(=O)(=O)c1ccc(C)cc1,6
Cc1ccnc(NC(=O)COC(=O)C2COc3ccccc3O2)n1 (stereo unspecified),-2
Cc1c(CN2CC[C@@H](N3CCN(c4ccccn4)CC3)[C@H](O)C2)[nH]c2ccc(F)cc12,0
Cc1ccc(NC(=O)CC2Oc3ccccc3NC2=O)c(C)c1 (stereo unspecified),6
COc1ccc(C2CC(c3ccccc3)Nc3nc(N)nn32)cc1 (stereo unspecified),0
CCCc1ccc(OCc2ccc(C(=O)N/N=C/c3cccc([N+](=O)[O-])c3)o2)c(OC)c1,2
CCOC(=O)C1CCN(C(=O)Cc2cccs2)CC1,-2
COc1ccc(C(C(=O)NC2CCCCC2)N(C(=O)CCl)c2cccc(Cl)c2)cc1 (stereo unspecified),3
O=C(O)Cc1ccc(S(=O)(=O)Nc2ccccc2C(=O)O)cc1,3
CCc1nc2c(OCC(=O)C(C)(C)C)cccn2c1N(C)C(=O)c1ccco1,4
Cc1ncoc1C(=O)Nc1ccc2c(c1)OCCO2,6
CCOC(=O)c1nc(C)n(-c2cc(Cl)ccc2Cl)n1,1
O=C(Cc1c(F)cccc1Cl)NNC(=O)c1cccs1,-2
Cc1ccc(S(=O)(=O)C2(C(=O)NC3CCCC3)CC2)cc1,1
O=C(Cc1c[nH]c2ccccc12)Nc1ccc(Nc2cccnc2)c(-c2ccc(OC(F)(F)F)cc2)c1,-1
C[C@@H]1CCCCO[C@H](CN(C)S(=O)(=O)c2cccs2)[C@H](C)CN([C@@H](C)CO)C(=O)c2cc(NC(=O)NC3CCCCC3)ccc2O1,-1
CC(=O)Nc1nnc(-c2ccc3c(c2)CCCC3)o1,2
CCOc1ccc(-n2c(Cc3cc(=O)[nH]c(=O)[nH]3)nnc2SC(C)C(=O)OC)cc1 (stereo unspecified),2
Cc1nc([N+](=O)[O-])c(Br)n1CC(=O)c1ccc2ccccc2c1,0
CCC(C)Sc1ccc([C@@H]2[C@H]3C(=O)N(C)C(=O)[C@H]3[C@]3(C(=O)OC)CCCN23)cc1 (stereo partly specified),0
COc1ccccc1CCC(=O)OCC(=O)NC1CC1,34*
CCOC(=O)C(=O)Nc1nnc(CCc2ccccc2)s1,2
COC(=O)c1ccccc1NC(=O)Nc1ccc(Br)cn1,0
CCOC(=O)C1=C(c2ccccc2)NC(=S)NC1C (stereo unspecified),-6
COc1ccc(/C=c2\sc3nc(-c4ccccc4OC)nn3c2=O)c(OC)c1,-2
# The list continues.
SMILES,TbREL1 inh
O=[N+]([O-])c1cc2c(cc1CN1CCN(c3ccccc3)CC1)OCO2,-5
CCCS(=O)(=O)N1CCCC(C(=O)NCCCN2CCCC2=O)C1 (stereo unspecified),3
Cc1ccc(NC(=O)CCCC2CCCCC2)c(O)c1,1
O=C(CCS(=O)(=O)Cc1ccccc1)N1CCN(c2ccc([N+](=O)[O-])cc2)CC1,-1
O=C(Nc1ccc(Br)cc1)N1CCc2ccccc2C1,0
O=C(/C=C/c1ccccc1)N1CCC(c2ccccc2)C1 (stereo unspecified),-1
O=C(CC[C@H]1O[C@@H](n2ccc(=O)[nH]c2=O)[C@H](O)[C@@H]1O)NCc1ccco1,3
O=C(CN1C(=O)NC(c2ccccc2)(c2ccccc2)C1=O)NC1CCS(=O)(=O)C1 (stereo unspecified),-1
CCc1cc(CC)c(/C=N/NC(N)=O)c(CC)c1,1
COc1ccc(NC(=O)c2[nH]c(C)c(C(C)=O)c2C)cc1S(=O)(=O)Nc1ccc(Br)cc1,0
CCOc1ccc(COC(=O)C2CC(=O)N(CCc3ccccc3)C2)cc1OC (stereo unspecified),0
CN(C)S(=O)(=O)c1cccc(CSc2cccc[n+]2[O-])c1,-2
O=C(NCCS(=O)(=O)c1ccc(Br)cc1)c1ccccc1Cl,-2
CCCC1CCC2(CCCN2CCOC(=O)Nc2ccccc2)CC1 (stereo unspecified),-1
CC(C)(C)c1ccc(-c2nnc(SCC3CCCCO3)n2-c2ccc(Cl)cc2)cc1 (stereo unspecified),-3
COc1ccc(CN2CCOCC2)c(C)c1C,1
O=C(CN1C(=O)NC2(CCCC2)C1=O)N1CCN(c2ccccc2Cl)CC1,3
CCCNC(=O)C1(C)CCCN(Cc2ccsc2)C1 (stereo unspecified),0
Cc1ccc2c(c1)C=CC(C)N2C(=O)c1ccccc1 (stereo unspecified),3
COc1cccc(OCc2cc(/C=N/NC(=O)c3ccn[nH]3)ccc2OC)c1,6
CCN(CC)CCCn1c(=S)[nH]c2ncccc2c1=O,-4
O=S1(=O)CC(N2CCN(CC3CC3)CC2)CN1Cc1ccccc1 (stereo unspecified),5
CSc1ccc(Cl)c(C(=O)NCCOc2cc(C(C)C)ccc2C)c1,-1
O=C1CC(/C=C/c2ccc(Cl)cc2)=Nc2ccccc2N1,5
CSCCC(NS(=O)(=O)c1ccccc1F)C(=O)NCc1ccncc1 (stereo unspecified),6

# Ordered by the number under TbREL1 inh (descending): four from the list above
SMILES,TbREL1 inh
O=S1(=O)CC(N2CCN(CC3CC3)CC2)CN1Cc1ccccc1 (stereo unspecified),5
Cc1ccc(NC(=O)CCCC2CCCCC2)c(O)c1,1
CCCNC(=O)C1(C)CCCN(Cc2ccsc2)C1 (stereo unspecified),0
O=C(CN1C(=O)NC(c2ccccc2)(c2ccccc2)C1=O)NC1CCS(=O)(=O)C1 (stereo unspecified),-1

# Later entries.
SMILES,TbREL1 inh
Cc1ccc(OCCN2CCN(C(=O)CCC(=O)Nc3nnc(C)s3)CC2)cc1,2
O=C(c1ccc2c(c1)OCO2)N1CCN(c2ccc(F)cc2)CC1,0
COc1ccc(-n2nnnc2CNC(=O)c2ccc3c(c2)OCO3)cc1,5
Cc1c(C(=O)NN2CCCCC2)nn(-c2ccc(Cl)cc2Cl)c1-c1ccc(Cl)cc1,1
Cc1ccc(NC(=O)COC(=O)C2CSC3(C)CCC(=O)N23)c(C)c1 (stereo unspecified),-1
Cc1ccc(-n2nc3c(c2NC(=O)c2ccccc2Br)CS(=O)C3)cc1 (stereo unspecified),2
COCCn1c(SCC(=O)Nc2ccc(N3CCOCC3)cc2)nc2ccccc21,-5
CCOc1ccccc1CNC(=O)CCN1C(=O)COc2ccccc21,2
O=S1(=O)CC(N2CCN(CCO)CC2)CN1Cc1cn(Cc2ccc(C(F)(F)F)cc2)nn1 (stereo unspecified),-1
Cc1ccc(Cl)cc1NC(=S)N(CCN(C)C)C(C)c1ccccn1 (stereo unspecified),8
C#Cc1ccc([C@H]2C=C(C(=O)N3CCN(Cc4ccc5c(c4)OCO5)CC3)O[C@@H](OCc3ccc(CO)cc3)C2)cc1,2
CCC(c1nnnn1Cc1ccco1)N1CCN(c2cc(Cl)ccc2C)CC1 (stereo unspecified),3
CCOc1ccc(OCC)c(N=c2oc3c(C)ncc(CO)c3cc2C(N)=O)c1,-1
CCOC(=O)C1CCCN(CCC(=O)Nc2ccc(C)cc2)C1 (stereo unspecified),1
CC(C)C[C@H](NC(=O)c1nc[nH]c1C(=O)NC1CCN(C(=O)OC(C)(C)C)CC1)C(=O)OCc1ccccc1,1
CN1OC[C@@H]2CN(C(=O)c3cccnc3)[C@H](c3ccc(N4CCCCC4)cc3)C[C@@H]21,-5
CC(CC1CC(C)(C)OC1=O)C(=O)Nc1nncs1 (stereo unspecified),-2
O=C(CSc1n[nH]c(-c2ccco2)n1)Nc1ccccc1,4
Fc1cccc(Cl)c1CSc1ccc(-c2ccco2)nn1,0
Cc1cc(NC(=O)c2cc(Cl)ccc2Cl)no1,-4
Cc1ccc(CC2C(=O)N(c3ncccn3)C(=O)C2C)cc1 (stereo unspecified),-1
Cc1cc(C)n(C(=O)CNC(=O)c2ccc(Cl)cc2Cl)n1,4
CCN(CC)S(=O)(=O)c1cccc(C(=O)OCC(=O)Nc2ccccc2OC(F)F)c1,0
Fc1ccccc1Cn1nnc2c(NCc3ccccn3)ncnc21,-1
O=C(Nc1ccc(-c2ccc3nncn3n2)cc1)c1ccc(Br)o1,2

# Of the compounds above, these contain a furan ring, fused or not.
SMILES,TbREL1 inh
CCCc1ccc(OCc2ccc(C(=O)N/N=C/c3cccc([N+](=O)[O-])c3)o2)c(OC)c1,2
CCc1nc2c(OCC(=O)C(C)(C)C)cccn2c1N(C)C(=O)c1ccco1,4
O=C(CC[C@H]1O[C@@H](n2ccc(=O)[nH]c2=O)[C@H](O)[C@@H]1O)NCc1ccco1,3
CCC(c1nnnn1Cc1ccco1)N1CCN(c2cc(Cl)ccc2C)CC1 (stereo unspecified),3
O=C(CSc1n[nH]c(-c2ccco2)n1)Nc1ccccc1,4
Fc1cccc(Cl)c1CSc1ccc(-c2ccco2)nn1,0
O=C(Nc1ccc(-c2ccc3nncn3n2)cc1)c1ccc(Br)o1,2

# With a hit mark in TbREL1 inh (from the list above):
SMILES,TbREL1 inh
COc1ccccc1CCC(=O)OCC(=O)NC1CC1,34*

# New compounds follow.
SMILES,TbREL1 inh
Cc1cccc(N(C(=O)c2sc(C)nc2C)C(C(=O)NCC2CCCO2)c2ccccc2)c1 (stereo unspecified),0
Cc1ccc(CN2CC(N3CCC(Cc4ccccc4)CC3)CS2(=O)=O)cc1 (stereo unspecified),3
NC(=O)/C(=C\c1ccccc1)NC(=O)/C=C/c1ccccc1,1
CC(=O)Nc1ccc(S(=O)(=O)NNC(=O)COc2cccc(C)c2)cc1,-3
COc1cc(OC)cc(C(=O)OCC(=O)Nc2ccc(N3CCCCC3)cc2)c1,-5
NC(=O)C1CCN(C(=O)CSCc2ccccc2Cl)CC1,-1
O=c1[nH]ncn2cccc12,2
CN(C)c1ccc(C2SCCN2C(=O)c2ccc([N+](=O)[O-])cc2)cc1 (stereo unspecified),-6
CCOC(=O)C1CCCN(Cc2nc(C3CC3)no2)C1 (stereo unspecified),-2
CC(=NNC(N)=O)C1=C(O)C(C(C)C)NC1=O (stereo unspecified),5
Cn1cc(C(=O)NC2CCCCC2)c(=O)c2cc(S(=O)(=O)N3CCCC3)ccc21,-1
COc1ccc(-c2nnc(SCc3c(F)cccc3F)n2N)cc1,-2
N#CC1=C(SCC(=O)c2ccc(Cl)cc2)NC2=C(C(=O)CCC2)C1c1ccco1 (stereo unspecified),-5
CCCCN(CCCC)C(=O)CCS(=O)(=O)c1ccc2c(c1)n(C)c(=O)c(=O)n2C,-3
O=C(CCS(=O)(=O)Cc1ccc(Cl)cc1)NCCc1ccccc1,1
COc1c(C)cc(Br)cc1C(=O)Nc1ccc(C)cc1[N+](=O)[O-],2
O=C(CCS(=O)(=O)c1ccc(Br)s1)NCc1cccs1,0
CCN1CCCCC(NC(=O)c2ccc(Cl)cc2Cl)C1=O (stereo unspecified),4
CCOC(=O)CN(C(=O)CNC(=O)c1ccco1)C(C(=O)NC1CCCCC1)c1cccc(OC)c1 (stereo unspecified),1
COc1ccc([C@H]2CC(=O)C=C(c3ccc(Cl)c(C(F)(F)F)c3)C2)cc1,1
O=C(Nc1cccc(Cl)c1)NC1CC2CCC(C1)N2Cc1cccs1 (stereo unspecified),0
CC1CC(C)(C)CC2(C1)NC(=O)N(CC(=O)NCC(c1ccco1)N1CCCCC1)C2=O (stereo unspecified),-1
COC(=O)[C@H](CCSC)NC(=O)Cn1cc(C)c(=O)[nH]c1=O,3
COc1ccccc1NC(=O)C1=C(C)NC(=O)NC1c1ccc(C)cc1 (stereo unspecified),-1
O=C(C1CC1)N1CCN=C1SCc1cccc(C(F)(F)F)c1,-1
